Compound activity (PubChem BioAssay)
FUS suppressor: FUS proteinopathy suppression in yeast | 0.24% of 390,000 active | Potency, µM (top dose mostly 76.6 µM), inactives show at the top dose growth rescue (activation), most hits filed as activators | S. cerevisiae FUS-expressing, growth rescue, OD600, 24 h;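 note: potency is the fitted concentration of half-maximal effect; plate controls were DMSO vehicle for no effect and reference control for full effect; nearly all actives have a fitted effect of over 55% in size; some results filed as inactive show a strong effect at the top dose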
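Read-out: OD at 600 nm after 24hr at 30C, reporting rescue of FUS-induced yeast toxicity. Cells at OD 0.005 in galactose (2%) minimal medium; compounds tested in a dilution series; CP55940 titration from 92uM final as control.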
PLK1 PBD block: inhibitors of human PLK1 polo-box domain binding; Plk1 PBD binding of FITC phosphopeptide, fluorescence polarization; P53350; 2.8% of 360,000 active; Potency, µM, for inactives: max response, negative = inhibition, hits mostly inhibitors; note: potency is the fitted concentration of half-maximal effect; series mostly up to about 57 µM; % is set by controls: 0 for no effect and ±100 for the full control effect; nearly all actives have a fitted effect of over 65% in size
Abeta rescue: compounds reversing amyloid beta toxicity in yeast; AID 1347071; Potency, µM (highest dose often 46.1 µM), for inactives: at the highest dose growth rescue, hits mostly activators; 0.063% of 410,000 active; yeast expressing A-beta42, growth rescue, OD600, 48 h; response scale: 0% DMSO, 100% iron-clioquinol control; note: potency is the fitted concentration of half-maximal effect; nearly all actives have a fitted effect of over 55% in size
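Yeast A-beta toxicity model in growth medium with pinned compounds, 48 h at 30 C; growth read as absorbance at 600 nm. Normalized to FeCl3/clioquinol equimolar mix (positive) and DMSO (negative).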
WRN inhibitor: inhibitors of human WRN helicase. Q14191. WRN helicase unwinding, fluorescent forked duplex, kinetic. Potency, µM (top dose mostly 114 µM), for inactives: top-dose activity change, negative = inhibition, actives largely listed as inhibitors. 0.46% of 360,000 active; note: potency is the fitted concentration of half-maximal effect; % is set by controls: 0 for no effect and ±100 for the full control effect; nearly all actives have a fitted effect of over 55% in size
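Primary qHTS, 1536-well format. 20 nM WRN + compound, 15 min RT; start with 100 nM forked fluorophore/quencher duplex, 2 mM ATP (final); kinetic read ex 525/em 598 nm.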
IL2 activator: activators of IL-2. IL-2 activation reporter assay, cell-based qHTS; stimulated with anti-CD3/CD4/CD28 beads; in transgenic mouse T cells. 0.065% of 360,000 active. activation, % (series mostly up to about 46 µM); in the data active = activation above about 50%; inconclusive = mostly about 30% to 49%; note: 0% is about no effect
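Readout is EGFP and DsRed signal by fluorescent plate cytometry after 18 h at 37 degrees C. Transgenic mouse T cells (750/well) received compound for 60 min before bead stimulation (anti-CD3, anti-CD4, anti-CD28); memory T cells served as non-tolerant control.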
PI5P4Ka inh: blocks human PI5P4K alpha kinase activity | P48426 | PI5P4Kalpha enzyme, ADP-Glo luminescence, 60 min; hits give low values | max response, % | 1.2% of 330,000 active | AID 652105; active = max response of -50% or lower; inconclusive = between -30% and -50%; inactive = -30% or higher; note: value at the top dose of about 77 µM; % is set by controls: 0 for no effect and ±100 for the full control effect
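Luminescence from ADP-Glo served as readout of PI5P4Kalpha activity in a qHTS format. Reaction: enzyme, substrate, compound, ATP at 5 microM final, 60 min at RT.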
EPAC1 agonist: agonists of human EPAC1. O95398. EPAC1 agonist qHTS, biochemical assay; response scale: 100% = response to 6.5 mM cAMP. 0.073% of 360,000 active. AID 720707. Potency, µM (doses to about 154 µM), without a hit: at the top dose activation, hits mostly activators; note: potency is the fitted concentration of half-maximal effect; nearly all actives have a fitted effect of over 60% in size
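Fluorescent GDP-exchange assay: 100 nM EPAC1 with 250 nM Rap1B preloaded with BODIPY-GDP and 50 uM GDP; compounds tested as concentration series, 5 min at room temperature, then read every 5 min for 30 min (ex 480/em 540 nm); normalized to 6.5 mM cAMP.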
EPAC1 antagonist: antagonists of human EPAC1 | O95398 | EPAC1 GEF assay, Rap1b-BODIPY-GDP exchange fluorescence | Potency, µM (doses to about 115 µM), without a hit: at the highest dose activity change, negative = inhibition, actives largely listed as inhibitors | 0.14% of 360,000 active;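 note: potency is the fitted concentration of half-maximal effect; plate controls were vehicle for no effect and positive control for full effect; nearly all actives have a fitted effect of over 50% in size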
* = called active by the depositor; ? = inconclusive; nt = not tested or not shown; [ ] = dose if it differs, or a comment. Unless noted, calls come from the whole dose curve; as a rule, active = well fitted curve in the direction sought with a large enough effect; inconclusive = small, poorly fitted or top-dose-only effect, or another doubt; inactive = no such curve, though single readings can be large; an effect the other way counts as inactive or inconclusive.

Molecule	FUS suppressor	PLK1 PBD block	Abeta rescue	WRN inhibitor	IL2 activator	PI5P4Ka inh	EPAC1 agonist	EPAC1 antagonist
CN1CCCNc2nc3ccccc3nc21	-26%	3%	-18%	0%	-3.6	3	5%	-10%
Cc1c(C(=O)O)sc2nc(/C=C/c3ccccc3OC(F)F)[nH]c(=O)c12	10%	-24%	-4%	-4%[11.6 µM]	-4.2	-63*	7%	-6%
NS(=O)(=O)c1ccc(CCNC(=O)c2ccc3nc4ccc(Cl)cc4c(=O)n3c2)cc1	-17%	-5%	6%	5%	-0.8	-9	-11%	-30%
CCOc1ccc(/C=C/C(=O)NC2CCCCC2)cc1	7%	-6%	20%	0%	0.2	2	-5%	-10%
CCOC(=O)c1c(C)[nH]c(C(=O)N(C)CC(=O)Nc2ccc(OC)cc2)c1C	-14%	-5%	-6%	0%	1.2	3	9%	-2%
CC1CCc2c(sc(N)c2C(N)=O)C1 (stereo unspecified)	32µM*	27µM*	-2%	-3%	-3.3	nt	3%	11%
Cc1ccc(OCCNS(=O)(=O)c2ccc(Cl)cc2)cc1	-26%	-12%	-10%	-6%	-0.1	9	-20%	-16%
Cc1ccc(N2CC(C(=O)Nc3ncc([N+](=O)[O-])s3)CC2=O)cc1 (stereo unspecified)	6%	-27%	5%	-4%	-0.7	?	-10%	-16%
O=C(O)c1c(N2CCCCC2)ccc([N+](=O)[O-])c1N1CCCCC1	-18%	-2%	-12%	1%	1.1	0	1%	-23%
COc1cccc(CNC(=O)CCC2CCCN(C(=O)c3ccoc3C)C2)c1 (stereo unspecified)	-23%	-12%	15%	-8%	-1.2	0	8%	6%
O=C(O)CNC(=O)c1ccc(NS(=O)(=O)c2ccc3ccccc3c2)cc1	17%	-19%	16%	-31%	-3.8	-23	4%	?
O=C(CN1CCCCCC1)N/N=C/c1ccc(Cl)c(Cl)c1	1%	0%	-3%	7%	-3.4	-6	-8%	-3%
CCS(=O)(=O)N1CCC(C(=O)Oc2ccccc2Br)CC1	6%	2%	-5%	5%	-0.7	-1	5%	?
COc1ccc(Br)cc1C1NC(=O)NC(C)=C1C(=O)N(C)C (stereo unspecified)	-4%	0%	-3%	7%	-1.4	-1	5%	0%
O=C(O)/C(=C\c1ccc(Cl)cc1)c1ccc(F)cc1	-3%	-9%	8%	-12%	-0.5	15	7%	9%

Profiles as entered above. Screens in order: FUS suppressor, PLK1 PBD block, Abeta rescue, WRN inhibitor, IL2 activator, PI5P4Ka inh, EPAC1 agonist, EPAC1 antagonist
Record of O=C(O)c1c(N2CCCCC2)ccc([N+](=O)[O-])c1N1CCCCC1 = -18%, -2%, -12%, 1%, 1.1, 0, 1%, -23%
Record of Cc1ccc(N2CC(C(=O)Nc3ncc([N+](=O)[O-])s3)CC2=O)cc1 (stereo unspecified) = 6%, -27%, 5%, -4%, -0.7, ?, -10%, -16%
Record of CCOC(=O)c1c(C)[nH]c(C(=O)N(C)CC(=O)Nc2ccc(OC)cc2)c1C = -14%, -5%, -6%, 0%, 1.2, 3, 9%, -2%
Record of Cc1c(C(=O)O)sc2nc(/C=C/c3ccccc3OC(F)F)[nH]c(=O)c12 = 10%, -24%, -4%, -4%[11.6 µM], -4.2, -63*, 7%, -6%
Record of CC1CCc2c(sc(N)c2C(N)=O)C1 (stereo unspecified) = 32µM*, 27µM*, -2%, -3%, -3.3, nt, 3%, 11%

(list continues)
Molecule	FUS suppressor	PLK1 PBD block	Abeta rescue	WRN inhibitor	IL2 activator	PI5P4Ka inh	EPAC1 agonist	EPAC1 antagonist
O=C(Cc1c(C(=O)O)[nH]c2ccccc12)NC1CCCC1	20%	-21%	-12%	8%	0.4	2	3%	8%
COCCCN1C(=O)c2[nH]nc(-c3ccccc3O)c2C1c1cccc(Cl)c1 (stereo unspecified)	35%	2%	25%	-11%	-1.6	nt	10%	-9%
O=c1c2ccccc2nc2c3ccccc3c3nncn3n12	nt	-4%	1%	-18%	1.3	6	1%	9%
CCC(C(=O)NCc1ccco1)n1nc(C)c2c(C)n(-c3ccccc3)nc2c1=O (stereo unspecified)	-7%	-11%	9%	-2%	-2.2	-1	-6%	-6%
O=C(COC(=O)c1ccc(F)c(S(=O)(=O)N2CCOCC2)c1)NCc1ccc2c(c1)OCO2	12%	3%	-6%	6%	-0.1	6	0%	7%
Cc1cc(O)cc(O)c1C=NCc1ccco1	nt	-6%	-71%[inhibitor]	-18%	-4.3	3	13%	-17%
CC(C)Oc1cccc(C(=O)NC(=S)Nc2cccnc2)c1	nt	-18%	10%	-20%	1.0	-3	10%	-17%
N#CCN1C(=O)NC2(CCCc3sccc32)C1=O (stereo unspecified)	7%	-6%	9%	4%	1.0	-1	6%	-7%
COc1cccc(N2CCN(c3ccc([N+](=O)[O-])cn3)CC2)c1	-6%	3%	0%	-1%	-1.2	-3	-1%	-18%
Cc1cnc(C(=O)Nc2cccc3ncccc23)cn1	-3%	-3%	-1%	2%	-0.2	0	-3%	8%
COc1ccc(S(=O)(=O)N2CCC3CC2c2cc(-c4ccc5c(c4)OCO5)ccc23)cc1 (stereo unspecified)	-23%	-16%	-24%	-2%	0.7	-2	3%	-16%
COc1cc(NC(=O)c2c(Cl)cnn2C)c(OC)cc1Cl	-10%	-3%	-10%	-1%	0.2	1	-3%	22%
CCOC(=O)C1CCCN(C(=S)NC(=O)c2cc(Br)ccc2Cl)C1 (stereo unspecified)	11%	1%	?	3%	-1.9	13	-2%	3%
O=C(O)COc1ccc2oc3c(c2c1)CCCC3	-30%	-20%	-4%	11%	1.6	5	4%	-3%
COc1cc2ccccc2cc1C(=O)OCC(=O)NC1CCS(=O)(=O)C1 (stereo unspecified)	14%	-6%	-25%	9%	-1.9	2	-12%	-9%

Gathered by group, the compounds so far with an NH in an aromatic ring.
Molecule	FUS suppressor	PLK1 PBD block	Abeta rescue	WRN inhibitor	IL2 activator	PI5P4Ka inh	EPAC1 agonist	EPAC1 antagonist
Cc1c(C(=O)O)sc2nc(/C=C/c3ccccc3OC(F)F)[nH]c(=O)c12	10%	-24%	-4%	-4%[11.6 µM]	-4.2	-63*	7%	-6%
CCOC(=O)c1c(C)[nH]c(C(=O)N(C)CC(=O)Nc2ccc(OC)cc2)c1C	-14%	-5%	-6%	0%	1.2	3	9%	-2%
O=C(Cc1c(C(=O)O)[nH]c2ccccc12)NC1CCCC1	20%	-21%	-12%	8%	0.4	2	3%	8%
COCCCN1C(=O)c2[nH]nc(-c3ccccc3O)c2C1c1cccc(Cl)c1 (stereo unspecified)	35%	2%	25%	-11%	-1.6	nt	10%	-9%

Further entries follow.
Molecule	FUS suppressor	PLK1 PBD block	Abeta rescue	WRN inhibitor	IL2 activator	PI5P4Ka inh	EPAC1 agonist	EPAC1 antagonist
CN(Cc1ccccc1)N=Nc1ccccc1	-13%	-3%	-14%	-6%	0.0	2	0%	-7%
Cc1ccccc1CCNC(=O)CCn1ccc2cc(S(=O)(=O)N3CCCC3)ccc21	9%	-24%	2%	-12%	-4.6	-1	-6%	-14%
CCN(CC)c1ccc(C2C3CCCCC3(O)CCN2C(=O)c2cccs2)cc1 (stereo unspecified)	-6%	-8%	-1%	-10%	-2.3	4	10%	-5%
COc1ccc(CCNC(=O)CSc2nc3scc(-c4ccccc4)c3c(=O)[nH]2)cc1	14%	-26%	21%	-14%	-0.5	0	-5%	-12%
COc1cccc(C(=O)N(C)Cc2c(C)nn(C3CCS(=O)(=O)C3)c2C)c1 (stereo unspecified)	-18%	-12%	0%	-5%	-0.1	1	-3%	-25%
COC(=O)C1=C(C)N(c2ccccc2)/C(=C/c2cccs2)C1=O	5%	2%	17%	5%	-0.2	nt	-9%	12%
CCS(=O)(=O)NC(=O)C1(C)CCN1C(=O)C1(c2ccc(Cl)cc2)CC1 (stereo unspecified)	-28%	4%	-2%	12%	-0.1	1	-10%	-21%
CC(=O)Nc1ccc(NC(=O)C2CCC(N3C(=O)C4C5C=CC(C6CC56)C4C3=O)CC2)cc1 (stereo unspecified)	-12%	5%	-2%	-1%	1.2	3	-8%	-21%
CCOC(=O)N1CCN(Cc2nc(C3CC3)no2)CC1	0%	-17%	-9%	6%	-1.7	-4	12%	-9%
CCOC(=O)c1c(C)[nH]c(C)c1S(=O)(=O)N1CCCCC1	-10%	1%	9%	-8%	0.7	2	-14%	-21%
COc1cccc(C(=O)CSc2nc3ccccc3n2CC(=O)N2CCOCC2)c1	33%	-10%	-5%	14%	-2.9	nt	6%	2%
O=C(Nc1ccncc1Cl)c1ccncc1	-14%	-5%	-2%	2%	-3.3	-3	3%	-9%
N#CC1(Nc2ccc3c4c(cccc24)CC3)CCCCC1	39%	-13%	-8%	-2%	-0.5	1	-12%	-11%
COC(=O)c1ccccc1S(=O)(=O)N1CCC(C(=O)Nc2ccc(N3CCOCC3)cc2)CC1	22%	-18%	3%	-30%	2.0	6	6%	-23%
CC1=C(C(=O)N2CCOCC2)C(c2cccs2)NC(=O)N1 (stereo unspecified)	11%	-5%	-8%	5%	-2.7	0	-1%	9%
CN1OC[C@@H]2CN3C(=O)N(c4cccc5ccccc45)c4ccccc4[C@@H]3C[C@@H]21	0%	-9%	-3%	-1%	-0.6	-53*	-1%	-7%
CCC(=O)Nc1cccc(NC(=S)NC(=O)c2cc3ccccc3o2)c1	15%	27µM*	11%	-3%	1.8	1	-13%	-18%
CC(=O)C1=C(C)NC(=O)NC1c1ccccc1 (stereo unspecified)	-15%	1%	20%	0%	-0.8	-4	-11%	9%
Cc1sc2nc(CN3CCCCC3)nc(N3CCN(C(=O)c4ccco4)CC3)c2c1C	16%	4%	2%	4%	-0.7	4	-19%	-10%
CC1SC(=Nc2ccccc2)N(S(=O)(=O)c2ccccc2)C1=O (stereo unspecified)	nt	0%	-4%	1%	-5.9	-4	-3%	-10%
